# Bioassay records (PubChem)
# GSIS activator = primary screen for activators of insulin secretion dependent on glucose, INS-1E cells, GLuc reporter luminescence; 370,000 tested, 0.61% active; AID 743287; INS-1E GLuc reporter insulin secretion, 2-3 h; activation, % at 16.6 µM;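 active = lowest replicate activation of at least 40%, so every replicate reaches that level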;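 also: 0% = median of neutral control wells and 100% = median of IBMX positive control wells; some compounds called inactive have numbers as strong as hits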
# LGR2 inh = blocks bursicon-induced cAMP signaling via Drosophila LGR2. HEK293 LGR2, CRE-luciferase, bursicon-stimulated, 4 h. inhibition, % at 9.99 µM. 380,000 tested, 0.35% active;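 active = drop in luminescence signal, shown as inhibition above about 50% in the replicate tests, limit read from the data, passing the limit was not always enough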;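 also: agonist challenge used bursicon conditioned medium at about half maximal strength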
# PAX8 reporter = inhibitors of PAX8 transcriptional activity in RMG-I cells | inhibition, % at 12.6 µM | 360,000 tested, 1.2% active | RMG-I TPO-luciferase reporter, SteadyGlo, 24 h;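 active = mean replicate inhibition at least 60% with every replicate also reaching 60%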;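 also: luciferase light reporting Pax8 driven TPO promoter activity; plate controls were median of neutral control wells for no effect and mitoxantrone controls for full effect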
# PGC1a acetyl inh = modulators of PGC1a acetylation; U2OS PGC1a acetylation, AlphaScreen anti-acetyl-lysine; with virally co-expressed GCN5 acetyltransferase; inhibition, % at 15.6 µM; 350,000 tested, 0.17% active;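 active = every replicate shows inhibition of at least 40%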;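 also: 0% = neutral control wells and 100% = positive control wells; some results beyond the cut were filed as inactive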
# ARNT TACC3 PPI = disrupts binding between human ARNT and TACC3. inhibition, % at 9.99 µM. AlphaScreen His-ARNT PAS-B/GST-TACC3 binding, luminescence; TACC3 fragment carries E629A point mutation. 390,000 tested, 0.66% active. Q9Y6A5;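 active = mean inhibition of replicates at least 50% and at least half of replicates each reaching 50%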;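 also: 0% = complete ARNT plus TACC3 wells and 100% = ARNT alone without TACC3; many hits fall short of the cut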
# Cneo AK release = Cryptococcus neoformans lysis via adenylate kinase release; lysis activity, % at 15 µM; C. neoformans lysis, adenylate kinase release luminescence, 4 h; normalised: neutral wells 0, clomiphene wells 100; 360,000 tested, 0.2% active;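 active = mean lysis activity across replicates of at least 80%, whatever share of replicates individually reach that level; inactive = mean lysis activity below 80%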
#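 Test system: log-phase Cryptococcus neoformans yeast cells. Input: 5 × 10^6 yeast cells/mL. Medium: fresh YPD growth medium. Doses: single dose. Incubation: static 4 h at 37 °C with compound, 1 h detection. Measured by: luminescent adenylate kinase detection reagent. Read-out: signal increase indicating cell lysis. Benchmarks: Clomiphene.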
# C2C12 statin = suppressors of simvastatin-induced myotoxicity in C2C12 myotubes. 330,000 tested, 0.78% active. AID 602340. rescue of ATP level, % at 7.49 µM. ATP luminescence, 48 h; scaled: DMSO 0, geranylgeraniol control 100;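 active = mean ATP rescue above about 67%, or every replicate alone reaching that limit, limit read from the data, passing the limit was not always enough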;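 also: myotubes were challenged with 10 µM simvastatin during compound exposure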
# PglD inh = PglD (C. jejuni) enzyme inhibition. inhibition, % at 12.5 µM. 360,000 tested, 0.098% active. purified PglD enzyme, DTNB colorimetric CoA detection; in the data active = inhibition above about 16%, passing the limit was not always enough; also: strong numbers were not always called active
# An asterisk follows results filed as active; nt = not tested or not shown; & = joins results of further samples. No enrichment for hits (roughly 2.9% active in at least one column).
SMILES,GSIS activator,LGR2 inh,PAX8 reporter,PGC1a acetyl inh,ARNT TACC3 PPI,Cneo AK release,C2C12 statin,PglD inh
CC(=O)C[C@H]1c2cc(C(F)(F)F)ccc2S(=O)(=O)N1C1CCCC1,-1,7,0,9,-2,1,7,2
CCN(Cc1ccncc1)C(=O)c1ccccc1NS(=O)(=O)c1ccc(Br)cc1,7,-15,12,-5,-1,nt,33,nt
Cc1ccc(N(CC(=O)NCc2cccs2)S(=O)(=O)c2cccs2)cc1,nt,nt,nt,-18,1,-2,20,3
COc1cc(/C=C2/SC(=S)N(C)C2=O)ccc1OC(=O)c1ccco1,-7,-7,-6,nt,-1,nt,nt,nt
C[C@@H]1CN([C@H](C)CO)C(=O)Cc2cc(NC(=O)Nc3cccc4ccccc34)ccc2O[C@@H]1CN(C)C(=O)Nc1ccc(C(F)(F)F)cc1,1,-9,nt,6,-5,-2,-15,1
COC(=O)c1ccc(NC(=O)CCc2nnc3ccc(NCc4ccco4)nn23)cc1,-13,9,6,-1,23,3,-10,-2
O=C(NCCNC(=O)c1ccccc1[N+](=O)[O-])c1ccccc1[N+](=O)[O-],1,-6,-3,6,1,-1,5,3
O=C(c1ccc2ncsc2c1)N1CCCC(C(F)(F)F)C1 (configuration not stated),2,6,-13,3,2,2,-24,2
Cc1ccc(C(=O)C(NC(=O)c2ccco2)N2CCOCC2)cc1 (configuration not stated),nt,nt,nt,-2,0,1,-3,8
O=C(Cn1cc(C(F)(F)F)cc(Cl)c1=O)NCc1ccc(Cl)cc1Cl,9,-8,19,-13,-3,-2,-1,-5
O=C(Nc1cccc(-c2cccc(Cl)c2)c1)C1CCN(Cc2ccon2)CC1,-22,-2,19,nt,0,1,-28,-1
c1ccc(C(NCCNC(c2ccccc2)c2ccccc2)c2ccccc2)cc1,4,14,-6,-4,4,2,8,-1
C[C@@H]1CN([C@@H](C)CO)C(=O)c2cc(NC(=O)NC3CCCCC3)ccc2O[C@@H]1CN(C)S(=O)(=O)c1ccccc1,-13,4,3,3,0,-1,-12,-11
Cc1ccc(C(=O)N2CCN(c3nc4ccccc4n3C)CC2)cc1,-21,-11,17,-2,8,8,-3,3
Cc1ccc(S(=O)(=O)N(C)C[C@@H]2Oc3ccc(NC(=O)Nc4ccc(C(F)(F)F)cc4)cc3CC(=O)N([C@H](C)CO)C[C@H]2C)cc1,12,19,-13,9,25,-1,15,-1

# Given as labelled records: part of the list above.
COC(=O)c1ccc(NC(=O)CCc2nnc3ccc(NCc4ccco4)nn23)cc1
  GSIS activator: -13	LGR2 inh: 9	PAX8 reporter: 6	PGC1a acetyl inh: -1	ARNT TACC3 PPI: 23	Cneo AK release: 3	C2C12 statin: -10	PglD inh: -2

O=C(NCCNC(=O)c1ccccc1[N+](=O)[O-])c1ccccc1[N+](=O)[O-]
  GSIS activator: 1	LGR2 inh: -6	PAX8 reporter: -3	PGC1a acetyl inh: 6	ARNT TACC3 PPI: 1	Cneo AK release: -1	C2C12 statin: 5	PglD inh: 3

O=C(c1ccc2ncsc2c1)N1CCCC(C(F)(F)F)C1 (configuration not stated)
  GSIS activator: 2	LGR2 inh: 6	PAX8 reporter: -13	PGC1a acetyl inh: 3	ARNT TACC3 PPI: 2	Cneo AK release: 2	C2C12 statin: -24	PglD inh: 2

Cc1ccc(C(=O)C(NC(=O)c2ccco2)N2CCOCC2)cc1 (configuration not stated)
  GSIS activator: nt	LGR2 inh: nt	PAX8 reporter: nt	PGC1a acetyl inh: -2	ARNT TACC3 PPI: 0	Cneo AK release: 1	C2C12 statin: -3	PglD inh: 8

# (continued)
SMILES,GSIS activator,LGR2 inh,PAX8 reporter,PGC1a acetyl inh,ARNT TACC3 PPI,Cneo AK release,C2C12 statin,PglD inh
COc1cccc(S(=O)(=O)N(C)C[C@@H]2Oc3ncc(C#CCN(C)C)cc3C(=O)N([C@H](C)CO)C[C@H]2C)c1,15&6,-6&1,-9,7&-3&-1,7&7,0&-1&15,2&4&-3,1&1&-4
COc1ccc(S(=O)(=O)N2CCCCCC2)cc1C(=O)Nc1ccccn1,22,15,15,1,-4,3,-16,10
Cc1ccc(S(=O)(=O)N(C)C[C@H]2Oc3c(NC(=O)Nc4ccc(C(F)(F)F)cc4)cccc3C(=O)N([C@H](C)CO)C[C@@H]2C)cc1,1,12,7,3,-4,-2,16,1
CCOC(=O)c1cc(-c2ccc(N3CCOCC3)cc2)nn1-c1ccccc1C(=O)O,2,6,1,-4,-4,0,-13,0
Cc1sc2nc(CN(C(=O)NC3CCCCC3)C3CCCCC3)[nH]c(=O)c2c1C,nt,nt,nt,-1,-1,3,3,2
CN1CCN(C(c2ccccn2)c2cc(Cl)c3cccnc3c2O)CC1 (configuration not stated),-8,13,26,nt,52*,nt,-2,nt
COc1ccc(S(=O)(=O)Nc2cccc3c2O[C@@H](CN(C)C(=O)Nc2c(C)noc2C)[C@@H](C)CN([C@H](C)CO)C3=O)cc1,-1,16,nt,-1,-6,5,5,1
COc1cccc(/C=N/N2CCN(c3ccncc3S(=O)(=O)N3CCCCC3)CC2)c1,-22,0,-4,nt,9,nt,nt,nt
Cc1ccc(N2C(=O)CC(NCC3CCCO3)C2=O)cc1 (configuration not stated),-5,-6,3,nt,-6,nt,nt,nt
C[C@@H]1CN([C@H](C)CO)C(=O)Cc2cc(NS(=O)(=O)c3ccccc3)ccc2O[C@@H]1CN(C)C(=O)NC1CCCCC1,-10,-6,-5,-4,-3,-2,-2,6
CCC(=O)N[C@H]1CC[C@@H](CC(=O)NCCN2CCCCC2)O[C@H]1CO,-3,-6,0,5,-3,-2,10,11
COc1ccc(CN(C)C(=O)c2ccc(NC(=O)CC3SC(N4CCCC4)=NC3=O)cc2)c(OC)c1 (configuration not stated),13,4,-15,nt,-6,-1,27,4
Cc1nc2c(C(F)(F)F)cccc2c2c1CCS2,13,2,-12,7,-6,nt,nt,nt
CC(C)C[C@@H](CO)N(Cc1ccccc1)S(=O)(=O)N(Cc1ccccc1)[C@H](CO)CC(C)C,-54,30,nt,-22,nt,0,126*,-3
C[C@H]1CCCCO[C@H](CN(C)C(=O)Nc2ccc(F)cc2)[C@@H](C)CN([C@@H](C)CO)C(=O)c2cc(NC(=O)Nc3ccc4c(c3)OCO4)ccc2O1,15,20,30&2,9&-10,19,1&-1,7&-3,-3&-1
COc1ccc(OC)c(/C=N/N(CCC#N)C2=NS(=O)(=O)c3ccccc32)c1,4,3,13,4,3,-1,-19,-2
Cc1ccc(S(=O)(=O)N2[C@@H](c3ccc(F)cc3)C(C(=O)O)=CC[C@H]2c2cccc(C)c2)cc1,-5,12,1,24,-4,2,12,-5
CC(C)C[C@@]12C(=O)N(c3cccc(Cl)c3)C(=O)N1[C@H](c1ccc(Br)cc1)[C@@H]1C(=O)N(C(C)(C)C)C(=O)[C@@H]12,-10,1,-5,-20,0,0,98*,-11
CCO[C@H]1OC(C(=O)NCc2nc3ccccc3[nH]2)=C[C@@H](c2ccccc2)[C@@H]1CCCO,-11,14,-16,nt,-2,-1,-1,-4
O=C(N/N=C/c1cccc(Oc2ccccc2)c1)c1ccncc1,-20,-2,3,8,3,nt,nt,nt
Cc1ccc(S(=O)(=O)NC(CC(N)=O)C(=O)O)cc1 (configuration not stated),3,7,nt,-1,-2,2,-5,4
CCOCCCNC(=O)C(c1ccc(C)cc1)N(Cc1cccs1)C(=O)c1ccccc1O (configuration not stated),-7,7,13,-1,0,nt,nt,nt
CS(=O)(=O)N1CCCCC1c1cc(C(=O)NCc2ccc(F)cc2)no1 (configuration not stated),-1,15,5,21,nt,0,-1,-3
O=C(CN1C(=O)CCS(=O)(=O)c2ccccc21)Nc1ccc(Cl)cc1,4,16,-17,7,nt,-6,1,-1
CCc1nc2c(OCc3cccc(Cl)c3)cccn2c1N(C)C(C)=O,nt,-14,13,-1,nt,-3,8,-5
Cc1ccc(N2C(=O)c3cccc4c([N+](=O)[O-])ccc(c34)C2=O)c2cccnc12,12,24,15,0,0,-2,-26,2
CCOC(=O)C1C(=O)NC(c2ccccc2)=NC1c1ccccc1 (configuration not stated),18,-6,nt,10,-2,-6,-3,-1
CN1CCN(S(=O)(=O)c2ccc(CNC(=O)c3ccccc3)s2)CC1,-11,-10,-21,0,-1,0,0,-1
Cc1onc(-c2ccccc2)c1C(=O)N1CCCC1,17,-1,nt,nt,0,-1,3,4
C[C@@H]1CN([C@H](C)CO)S(=O)(=O)c2ccc(C#CCN(C)C)cc2O[C@@H]1CN(C)C(=O)CN(C)C,28,-8,-8,14,-2,-3,14,-1

# By substructure: the compounds so far containing a Cl atom.
SMILES,GSIS activator,LGR2 inh,PAX8 reporter,PGC1a acetyl inh,ARNT TACC3 PPI,Cneo AK release,C2C12 statin,PglD inh
O=C(Cn1cc(C(F)(F)F)cc(Cl)c1=O)NCc1ccc(Cl)cc1Cl,9,-8,19,-13,-3,-2,-1,-5
O=C(Nc1cccc(-c2cccc(Cl)c2)c1)C1CCN(Cc2ccon2)CC1,-22,-2,19,nt,0,1,-28,-1
CN1CCN(C(c2ccccn2)c2cc(Cl)c3cccnc3c2O)CC1 (configuration not stated),-8,13,26,nt,52*,nt,-2,nt
CC(C)C[C@@]12C(=O)N(c3cccc(Cl)c3)C(=O)N1[C@H](c1ccc(Br)cc1)[C@@H]1C(=O)N(C(C)(C)C)C(=O)[C@@H]12,-10,1,-5,-20,0,0,98*,-11
O=C(CN1C(=O)CCS(=O)(=O)c2ccccc21)Nc1ccc(Cl)cc1,4,16,-17,7,nt,-6,1,-1
CCc1nc2c(OCc3cccc(Cl)c3)cccn2c1N(C)C(C)=O,nt,-14,13,-1,nt,-3,8,-5

# The listing continues.
SMILES,GSIS activator,LGR2 inh,PAX8 reporter,PGC1a acetyl inh,ARNT TACC3 PPI,Cneo AK release,C2C12 statin,PglD inh
CC1CCCCN1S(=O)(=O)c1cn(C)c(=O)n(C)c1=O (configuration not stated),nt,6,-7,nt,-4,-1,5,-5
CCc1cccc(NC(=O)CSc2nc(C)cs2)c1,-4,-8,-13,-6,nt,0,-83,7
COc1cc(-n2c(C)nc3cc(C(=O)O)ccc32)cc(OC)c1OC,-5,20,7,4,5,1,11,-9
c1ccc(N2CCN(C3CCSC3)CC2)cc1 (configuration not stated),2,18,nt,-6,-2,1,3,7
Cc1cc(N2CCCC2)n2nc(C)nc2n1,3,2,-13,7,1,3,-2,0
Cc1ccc(OCc2cc(C(=O)N3CCc4sccc4C3)no2)cc1C,-13,-5,3,3,-5,3,4,-4
COc1ccc(-c2onc3ccc(Cl)cc23)cc1,-10,nt,-123,10,nt,0,nt,3
CN(C)C(CNC(=O)c1cc(S(=O)(=O)N2CCOCC2)ccc1F)c1cccs1 (configuration not stated),12,-1,3,8,2,9,4,0
O=C(CN1CCOCC1)N1CCCCN2[C@H](CO)[C@@H](c3ccc(/C=C/c4ccccc4)cc3)[C@H]2C1,-3,-9,-11,6,6,0,-1,6
O=C(COC(=O)c1cc2ccccc2oc1=O)Nc1cccc(Br)c1,20,-13,2,nt,-1,0,-5,-5
COc1ccc(NC(=O)CN(C)C(=O)/C=C/c2cn(Cc3ccccc3)nc2-c2cccnc2)cc1,16,-16,-4,nt,-1,0,-4,-1
CCCCn1nnc(NC(=S)NC(=O)c2cccs2)n1,-2,-9,-67,nt,9,13,nt,-1
CN(CCc1ccccn1)C(=O)c1ccc(OC2CCN(CCc3ccccc3)CC2)cc1,-17,11,-7,-2,7,1,-5,2
O=C(COc1ccccc1[N+](=O)[O-])N(C1CCCCC1)C1CCS(=O)(=O)C1 (configuration not stated),8,3,3,nt,-2,-1,-8,-1
